Spn DPM-DC inh – S. pneumoniae DPM-DC inhibitors, primary screen, biochemical, PK/LDH-coupled NADH fluorescence. calls only at 10 µM. AID 556, 2006. 0.49% of 65,000 active. diphosphomevalonate decarboxylase (Streptococcus pneumoniae D39). purified DPM-DC;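 active means the 320 compounds with the highest percent inhibition in the single-dose primary screen, excluding strongly autofluorescent ones, cut at about 32% in these data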;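 further: kinetic rate of NADH fluorescence loss reporting ADP formed by the decarboxylase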
Bfl-1 displacement – Bfl-1 inhibitors, primary screen, biochemical, fluorescence polarization, FITC-Bid, mouse (AID 432) | FITC-Bid BH3 peptide fluorescence polarization displacement; higher % means a stronger effect | 0.02% of 64,000 active | displacement, % at 20 µM, or IC50 in µM where a hit was titrated | Bcl-2-related protein A1 (Mus musculus); in the data active means a potency from the dose series; inactive means the rest, 99 in 100 with displacement below about 15%; further: strong numbers were not always called active
HPDE-C7 viability – cytotoxicity in HPDE-C7 cells, cell-based, fluorescence, HTS (AID 430); HPDE-C7 pancreatic duct cells viability, fluorescence; higher % means a stronger effect; one-dose cytotoxicity, % at 10 µM; EC50 in µM for titrated hits; 1.8% of 63,000 active;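 further: cells exposed to compound for 48 hours before viability readout; 0% = vehicle and 100% = reference cytotoxic drug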
MK inhibit – S. pneumoniae MK inhibitors, primary screen, biochemical, PK/LDH-coupled NADH absorbance; mevalonate kinase [Streptococcus pneumoniae D39]; purified MK, PK/LDH-coupled NADH absorbance 340 nm; inhibition, % at 10 µM; 0.48% of 65,000 active; AID 555, 2006;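 active means ranked among the strongest by inhibition in the single 10 µM screen, a fixed top-ranked set picked for dose follow-up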; further: no value below 0 was filed
Alkaline phosphatase – human TNAP enzyme inhibitors, biochemical, luminescent (AID 518) | purified TNAP enzyme, luminescent substrate readout; higher % means a stronger effect | inhibition, % at 20 µM; hits with a dose series show IC50 in µM | 0.09% of 64,000 active | Alkaline phosphatase, tissue-nonspecific isozyme (Homo sapiens); in the data active means a potency from the dose series; inactive means the rest, 99 in 100 with inhibition below about 22%;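 further: plate controls were vehicle for no effect and reference inhibitor for full effect; many of its hits are not listed in these tables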
KRASV12 cytotoxicity – cytotoxicity in KRAS-transformed pancreatic duct cells, primary screen, cell-based, fluorescence, HTS (AID 431); HPDE-C7K KRASV12 cells, Alamar Blue viability, 48 h; higher % means a stronger effect; cytotoxicity, % at 10 µM; hits with a dose series show EC50 in µM; 1.7% of 63,000 active;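 active means compounds whose percent cytotoxicity in the single-dose primary screen, scaled between solvent and toxic-drug controls, exceeds 50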;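 further: 0% = DMSO solvent wells and 100% = doxorubicin-treated wells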
HT1080 viability – cytotoxicity in HT1080 fibrosarcoma cells, cell-based, fluorescence readout (AID 620); HT1080 viability, fluorescence; higher % means a stronger effect; 0.42% of 87,000 active; cytotoxicity, % at 10 µM, or EC50 in µM where a hit was titrated;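 further: cells exposed to compound overnight then 4 h with Alamar Blue; 0% = vehicle DMSO and 100% = killing control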
PMK inhibit – S. pneumoniae PMK inhibitors, primary screen, biochemical, mevalonate pathway, pilot trial included; purified PMK, PK/LDH-coupled NADH absorbance 340 nm; phosphomevalonate kinase (Streptococcus pneumoniae D39); 0.49% of 65,000 active; AID 539, 2006; inhibition, % at 10 µM;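 active means top-ranked compounds by inhibition in the single 10 µM screen, taking a fixed number of the strongest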;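 further: 0% = full reaction with DMSO carrier and 100% = background rate without enzyme reaction; no value below 0 was filed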
LYP inhibition – LYP phosphatase inhibitors, primary screen, biochemical, DiFMUP fluorescence, recombinant catalytic domain, 10 µM (AID 606) | Tyrosine-protein phosphatase non-receptor type 22 (Homo sapiens) | recombinant LYP catalytic domain, DiFMUP fluorescence; higher % means a stronger effect | one-dose inhibition, % at 10 µM; IC50 in µM for titrated hits | 52,000 tested, under 10 active;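 active means IC50 under 40 µM in the dose-response test; inactive means IC50 of 40 µM or more, or never dose-tested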
PMK inhibit pilot replicates – recorded beside PMK inhibit, whose call it bears; inhibition, %; measured here: pilot screen replicates
MK inhibit pilot replicates – second read-out of MK inhibit, no call of its own (marks repeat the call); inhibition, %; measured here: pilot screen replicates
Spn DPM-DC inh pilot screen % – also measured in Spn DPM-DC inh; calls as there; inhibition, %; measured here: pilot screen trials
* = called active by the depositor; i = inactive; x = not tested or not shown; + = active, no number. Unless noted, no stated cut-off is given here; in the data, active means cytotoxicity above about 50%; inactive means the rest.

SMILES	Spn DPM-DC inh	Bfl-1 displacement	HPDE-C7 viability	MK inhibit	Alkaline phosphatase	KRASV12 cytotoxicity	HT1080 viability	PMK inhibit	LYP inhibition	others
CCN(CC)c1ccc2cc(C(=O)Nc3ccccn3)c(=O)oc2c1	i	-6%	10%	0	-10%	19%	34%	3	1%
O=C(Oc1cccc(Br)c1)c1cccnc1	i	4%	-5%	9	4%	-14%	10%	13	x
O=c1c(F)cn(C2CCCO2)c(=O)n1Cc1c(F)cccc1Cl (stereo not given)	i	3%	8%	8	14%	11%	-2%	10	0%	PMK inhibit pilot replicates=4.0;MK inhibit pilot replicates=1.5;Spn DPM-DC inh pilot screen %=2.5
Cc1cccc(NC(=O)N2CCC(NC(=O)c3ccccc3C)CC2)c1	i	-2%	2%	19	8%	3%	-1%	8	11%
Oc1cc(Cc2ccccc2)cnc1CN1CCCCC1	i	-6%	-5%	6	9%	-6%	2%	6	x
c1ccc(-c2ncnc3nc4n(c23)CCC4)cc1	i	-8%	2%	3	6%	-5%	x	0	4%
COc1ccc(NC(=O)c2c(OC)cccc2OC)c(OC)c1	i	2%	-2%	9	7%	0%	3%	0	-9%
Cc1cc(=S)[nH]c2ccccc12	i	-5%	3%	9	2%	-4%	2%	8	-22%
CC1(C)CC(=O)C=C(Nc2ccccn2)C1	i	-5%	14%	5	14%	9%	-3%	6	x
CCOC(=O)C(C(=O)Nc1cccc(C)n1)C1CCCCC1 (stereo not given)	i	-5%	-5%	5	9%	6%	2%	0	-9%
NC(=O)SCC(=O)Nc1ccc(Cl)cc1	i	0%	42%	3	24%	49%	-9%	0	x
CC1(C)Cc2ccccc2-c2nnc(SCC(=O)Nc3nc4ccccc4s3)n21	i	-11%	9%	1	8%	21%	9%	12	x
O=C(CCC1CCCC1)N1CCN(C(=O)COc2ccccc2)CC1	i	-4%	8%	8	15%	-8%	-2%	0	-9%
O=C(Nc1cccnc1)c1cnn2c(C(F)F)cc(C3CC3)nc12	i	-2%	-7%	7	16%	-6%	-3%	3	-17%
O=C(c1cccc(Cl)c1)N1CCN(C(=O)c2ccco2)CC1	i	3%	-5%	11	7%	-6%	-3%	0	5%
Cc1ccccc1-c1nc(CN2CCCC(C(=O)NCCCN3CCOCC3)C2)c(C)o1 (stereo not given)	i	0%	0%	0	0%	7%	20%	21	x
Cc1ccc(Cn2c(C)nc3c(c2=O)c2nc4ccccc4nc2n3Cc2ccco2)cc1	x	-15%	-15%	12	19%	14%	12%	0	-1%	PMK inhibit pilot replicates=3.5;MK inhibit pilot replicates=0.0
COc1ccc(/C(O)=C2/C(=O)C(=O)N(CCN3CCOCC3)C2c2ccc(C)cc2)cc1 (stereo not given)	i	-3%	-6%	11	3%	-3%	1%	0	5%
CCOc1cc(C)nc(NCCc2ccc(OC)c(OC)c2)n1	i	1%	4%	7	8%	6%	10%	15	2%
CC(O)CNc1ncnc2nc[nH]c12 (stereo not given)	i	-4%	1%	8	10%	-9%	6%	0	x
Cn1c(NC(=O)c2ccco2)cc(=O)n(C)c1=O	i	-4%	-1%	11	1%	-4%	7%	0	-12%
COc1ccc(-c2csc(/C(C#N)=C(\O)CSc3nccn3C)n2)cc1OC	i	-1%	21%	1	5%	23%	11%	12	2%
COc1cc(C(C(=O)NC(C)(C)C)N(Cc2ccccc2)C(=O)c2cnccn2)cc(OC)c1OC (stereo not given)	i	-1%	-10%	12	11%	0%	16%	3	15%
CCC(=O)NCCC(c1ccco1)c1ccccc1OC (stereo not given)	x	1%	-10%	x	6%	-6%	-3%	x	-4%
O=C1NCCCc2c1oc1ccc(O)cc21	i	-4%	-10%	0	1%	0%	-2%	10	9%
(more compounds)
SMILES	Spn DPM-DC inh	Bfl-1 displacement	HPDE-C7 viability	MK inhibit	Alkaline phosphatase	KRASV12 cytotoxicity	HT1080 viability	PMK inhibit	LYP inhibition	others
COc1cc(-c2nn3c(-c4ccco4)nnc3s2)cc(OC)c1OC	i	-4%	2%	10	0%	-16%	-9%	3	-2%
COCCn1nnnc1C(c1cc2cc(C)cc(C)c2[nH]c1=O)N1CCN(c2ccccc2F)CC1 (stereo not given)	i	-7%	3%	5	6%	4%	1%	7	6%	PMK inhibit pilot replicates=1.5;MK inhibit pilot replicates=0.0;Spn DPM-DC inh pilot screen %=6.5
O=S(=O)(NCc1ccccc1)c1ccc2c(c1)OCCO2	i	-2%	3%	7	26%	2%	-4%	10	18%	PMK inhibit pilot replicates=2.5;MK inhibit pilot replicates=1.0;Spn DPM-DC inh pilot screen %=1.5
COC(=O)CCCc1nc2ccccc2s1	i	-5%	x	13	6%	x	5%	9	25%
CCOC(=O)c1c(NC(C)=O)sc2c(O)c(CN3CCN(CC)CC3)ccc12	i	-1%	68%*	9	11%	49%	-2%	11	x
COc1ccc(C(C)=O)cc1CSc1nc2ccccc2o1	i	-3%	x	11	12%	x	-6%	10	14%
O=C(c1ccc(Br)o1)N(Cc1ccccc1)c1ccccn1	i	-7%	-21%	0	18%	-6%	-8%	0	3%	PMK inhibit pilot replicates=0.0;MK inhibit pilot replicates=1.0;Spn DPM-DC inh pilot screen %=0.0
CCOC(=O)c1ccccc1NC(=O)c1cccnc1	i	-4%	-7%	0	6%	-3%	-2%	7	4%	PMK inhibit pilot replicates=2.0;MK inhibit pilot replicates=8.0;Spn DPM-DC inh pilot screen %=7.0
O=C(O)c1cccc(COc2ccccc2Cl)c1	i	5%	2%	9	0%	2%	-3%	8	9%
CC(C(=O)OCC(=O)Nc1ccc2c(c1)OCO2)N1C(=O)c2ccccc2C1=O (stereo not given)	i	4%	9%	0	13%	-5%	-3%	14	-10%
CCOC(=O)c1[nH]c2c(c1C)C(=O)CC(c1ccco1)C2 (stereo not given)	i	10%	70%*	14	10%	59%*	66%*	3	3%
c1ccc(CCc2nn3c(-c4ccncc4)nnc3s2)cc1	i	-4%	-1%	7	10%	3%	0%	3	8%
CCN1CCN(C(=O)c2ccc3c(=O)n(Cc4ccccc4OC)c(=S)[nH]c3c2)CC1	i	4%	-9%	5	7%	-6%	8%	8	-7%
CCn1c(SCC(=O)c2[nH]c(C)c(C(C)=O)c2C)nnc1-c1ccncc1	i	6%	-4%	0	4%	3%	17%	21	5%
CCOC(=O)N1CCN(CC(O)COC2CC(C)CC(C)(C)C2)CC1 (stereo not given)	i	-8%	2%	10	10%	-1%	0%	17	6%
CCOc1ccc(CCN2C(=O)CCC2(C)C(=O)NC(C)CC)cc1OCC (stereo not given)	i	-7%	-25%	2	-3%	-10%	2%	9	x
CCCCN(C(=O)NC(=O)Nc1cc(C)ccc1C)S(C)(=O)=O	i	-2%	4%	11	-4%	-10%	5%	9	-9%
CCn1c(SCC(=O)Nc2nc(C)c(C(=O)OC)s2)nnc1C(C)C	i	-3%	4%	9	6%	-1%	-5%	9	x
O=C(CSc1nnc(Cn2c(=O)sc3ccccc32)n1-c1ccccc1)NCc1ccco1	i	1%	-3%	3	4%	3%	1%	4	x
CCOC(=O)c1c(-c2ccc(C)o2)csc1NC(=O)CSc1nnnn1-c1ccccc1	i	0%	-13%	4	8%	-4%	-6%	0	x
CCOC(=O)Cc1csc(NC(=O)c2cccc(N3C(=O)CCC3=O)c2)n1	i	-1%	-15%	8	-3%	-4%	-1%	10	7%
CNc1nc(C)c(C#N)cc1C(C)=O	i	3%	15%	10	13%	16%	-1%	0	-2%
COc1cc2c(cc1OC)-c1cc(NC3CC3)nc(=O)n1CC2	i	2%	29%	10	12%	26%	5%	10	11%
CC(=O)N1CN(Cc2ccccn2)Cc2c1sc1c2CCCC1	i	-4%	4%	0	0%	0%	-2%	11	x
CCCCn1c(SCC(=O)Nc2ccc(OC)cc2)nc2ccc(N3CCOCC3)cc2c1=O	i	2%	-9%	7	10%	1%	13%	4	8%	PMK inhibit pilot replicates=3.0;MK inhibit pilot replicates=1.5;Spn DPM-DC inh pilot screen %=23
CCOc1ccc(NC(=O)CCN2CCCCC2)cc1	i	-2%	0%	5	3%	7%	-1%	18	4%
CC12CN3CCN(CC(C3)C1(O)CN1CCCCC1)C2 (stereo not given)	i	-6%	-13%	10	10%	-8%	9%	11	x	PMK inhibit pilot replicates=3.5;MK inhibit pilot replicates=0.0;Spn DPM-DC inh pilot screen %=7.5
O=C(Nc1cccc2ccccc12)c1cnccn1	i	-4%	12%	9	18%	23%	-4%	25*	-10%	PMK inhibit pilot replicates=+;MK inhibit pilot replicates=0.0;Spn DPM-DC inh pilot screen %=0.0

As a working copy, some entries already given.
SMILES	Spn DPM-DC inh	Bfl-1 displacement	HPDE-C7 viability	MK inhibit	Alkaline phosphatase	KRASV12 cytotoxicity	HT1080 viability	PMK inhibit	LYP inhibition	others
CCCCN(C(=O)NC(=O)Nc1cc(C)ccc1C)S(C)(=O)=O	i	-2%	4%	11	-4%	-10%	5%	9	-9%
CCn1c(SCC(=O)Nc2nc(C)c(C(=O)OC)s2)nnc1C(C)C	i	-3%	4%	9	6%	-1%	-5%	9	x
O=C(CSc1nnc(Cn2c(=O)sc3ccccc32)n1-c1ccccc1)NCc1ccco1	i	1%	-3%	3	4%	3%	1%	4	x
CCOC(=O)c1c(-c2ccc(C)o2)csc1NC(=O)CSc1nnnn1-c1ccccc1	i	0%	-13%	4	8%	-4%	-6%	0	x
CCOC(=O)Cc1csc(NC(=O)c2cccc(N3C(=O)CCC3=O)c2)n1	i	-1%	-15%	8	-3%	-4%	-1%	10	7%
CNc1nc(C)c(C#N)cc1C(C)=O	i	3%	15%	10	13%	16%	-1%	0	-2%
COc1cc2c(cc1OC)-c1cc(NC3CC3)nc(=O)n1CC2	i	2%	29%	10	12%	26%	5%	10	11%
CC(=O)N1CN(Cc2ccccn2)Cc2c1sc1c2CCCC1	i	-4%	4%	0	0%	0%	-2%	11	x
CCCCn1c(SCC(=O)Nc2ccc(OC)cc2)nc2ccc(N3CCOCC3)cc2c1=O	i	2%	-9%	7	10%	1%	13%	4	8%	PMK inhibit pilot replicates=3.0;MK inhibit pilot replicates=1.5;Spn DPM-DC inh pilot screen %=23
CCOc1ccc(NC(=O)CCN2CCCCC2)cc1	i	-2%	0%	5	3%	7%	-1%	18	4%
CC12CN3CCN(CC(C3)C1(O)CN1CCCCC1)C2 (stereo not given)	i	-6%	-13%	10	10%	-8%	9%	11	x	PMK inhibit pilot replicates=3.5;MK inhibit pilot replicates=0.0;Spn DPM-DC inh pilot screen %=7.5
O=C(Nc1cccc2ccccc12)c1cnccn1	i	-4%	12%	9	18%	23%	-4%	25*	-10%	PMK inhibit pilot replicates=+;MK inhibit pilot replicates=0.0;Spn DPM-DC inh pilot screen %=0.0

Compound activity as filed in PubChem.
